Screens (PubChem BioAssay)
MsrA inhibitor – bovine MsrA enzyme inhibitors, primary screen, biochemical, absorbance, HTS. 360,000 compounds, 0.75% hits. purified bovine MsrA, absorbance read-out. AID 651718, 2012. Methionine sulfoxide reductase A (Bos taurus). inhibition, % at 15.5 µM; in the data active = inhibition above about 4.5%;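 also: 0% = vehicle wells with enzyme and 100% = reference inhibitor wells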
MsrA act – bovine MsrA enzyme activators, primary screen, biochemical, absorbance, HTS; Methionine sulfoxide reductase A (Bos taurus); purified bovine MsrA, absorbance read-out; activation, % at 10.6 µM; 360,000 compounds, 0.3% hits; AID 602163, 2012; in the data active = activation above about 7.5%;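 also: 0% = vehicle and 100% = reference activator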
MLLE-PAM2 inh – inhibitors of PABP1 MLLE–PAM2 peptide binding, primary screen, biochemical, fluorescence polarization, FITC-PAM2, GST-MLLE | Polyadenylate-binding protein 1 (Homo sapiens), P11940 | inhibition, % at 20 µM | 360,000 compounds, 0.36% hits; in the data active = inhibition above about 35%, passing the limit was not always enough;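 also: plate controls were DMSO wells with GST-MLLE for no effect and wells lacking GST-MLLE protein for full effect; some results filed as inactive read as strong as hits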
SKN-1 block – suppressors of acrylamide-induced Pgst-4::GFP reporter in worms, primary screen, SKN-1 inhibitor project, whole organism, uHTS, GFP/RFP fluorescence ratio, strain VP596. 360,000 compounds, 0.49% hits. inhibition, % at 21.8 µM. C. elegans VP596 Pgst-4::GFP/RFP ratio, 24 h;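 active = interference check ratio from 0.5 to 1.5 plus GFP to RFP signal ratio inhibition reaching or exceeding a fixed threshold, cut at about 30% in these data, passing the limit was not always enough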; also: some compounds called inactive have numbers as strong as hits
MT1-MMP act inh – blockers of MT1-MMP proenzyme processing, primary screen, HT1080 RFP-PRO-GFP cells, GFP/RFP fluorescence | Matrix metalloproteinase-14 (Homo sapiens), P50281 | GFP/RFP ratio fluorescence, overnight; percent of plate control window, DMSO zero | GFP/RFP ratio change, % at 20 µM | 360,000 compounds, 0.061% hits | AID 651647, 2012;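 active = GFP/RFP ratio change of at least 30% with cell ATP level not reduced by more than half and red fluorescence within 50% of control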; also: strong numbers were not always called active
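Assay system: HT1080 cells carrying an RFP-PRO-GFP reporter | Dosing: Single dose of 20 µM compound, 1% DMSO final | Incubation: Cells overnight before dosing, compound overnight, 37 °C, 5% CO2 | Evaluation: GFP/RFP fluorescence ratio | Control set: DMSO and RFP-L50D-GFP cell wells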
Tb MetRS inh – T. brucei MetRS inhibitors, primary screen, biochemical, luminescence; purified T. brucei MetRS, ATP depletion, Kinase-Glo luminescence; inhibition, % at 11.9 µM; 360,000 compounds, 0.4% hits; AID 624268, 2012;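 active = inhibition above a per-plate cutoff of the control wells' mean inhibition plus 3 SD, cut at about 5.5% in these data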;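 also: 0% = DMSO wells median and 100% = median of wells with control inhibitor compound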
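Test system: purified T. brucei MetRS enzyme. Also added: ATP, methionine and E. coli bulk tRNA substrates. Compound: 11.9 µM single point. Schedule: 15 min enzyme-compound preincubation, 2 h reaction, 10 min detection, 25 °C. Signal: luciferase luminescence of residual ATP, Kinase-Glo. Evaluation: percent inhibition versus plate control medians. Controls: DMSO wells, low control.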
E coli Lon inh – inhibitors of E. coli Lon protease, primary screen, biochemical, fluorescence polarization; P0A9M0; purified E. coli Lon protease; inhibition, % at 7.94 µM; 360,000 compounds, 0.42% hits; AID 602123, 2011; in the data active = inhibition above about 13%, passing the limit was not always enough;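 also: 0% = enzyme with probe and DMSO and 100% = no enzyme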
FAS TE block – FAS thioesterase domain inhibitors, primary screen, biochemical, fluorescence intensity, uHTS. Fatty acid synthase (Homo sapiens), P49327. recombinant FAS-TE, OMFH fluorogenic substrate, fluorescence endpoint. inhibition, % at 15 µM. 360,000 compounds, 0.67% hits. AID 602261, 2012;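 active = compounds whose normalised, plate-corrected inhibition of enzyme fluorescence in the single-dose primary screen is 50% or more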;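 also: 0% = DMSO with enzyme and 100% = substrate without enzyme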
Target sequence (P49327 whole entry, looked up, the tested form may be a part): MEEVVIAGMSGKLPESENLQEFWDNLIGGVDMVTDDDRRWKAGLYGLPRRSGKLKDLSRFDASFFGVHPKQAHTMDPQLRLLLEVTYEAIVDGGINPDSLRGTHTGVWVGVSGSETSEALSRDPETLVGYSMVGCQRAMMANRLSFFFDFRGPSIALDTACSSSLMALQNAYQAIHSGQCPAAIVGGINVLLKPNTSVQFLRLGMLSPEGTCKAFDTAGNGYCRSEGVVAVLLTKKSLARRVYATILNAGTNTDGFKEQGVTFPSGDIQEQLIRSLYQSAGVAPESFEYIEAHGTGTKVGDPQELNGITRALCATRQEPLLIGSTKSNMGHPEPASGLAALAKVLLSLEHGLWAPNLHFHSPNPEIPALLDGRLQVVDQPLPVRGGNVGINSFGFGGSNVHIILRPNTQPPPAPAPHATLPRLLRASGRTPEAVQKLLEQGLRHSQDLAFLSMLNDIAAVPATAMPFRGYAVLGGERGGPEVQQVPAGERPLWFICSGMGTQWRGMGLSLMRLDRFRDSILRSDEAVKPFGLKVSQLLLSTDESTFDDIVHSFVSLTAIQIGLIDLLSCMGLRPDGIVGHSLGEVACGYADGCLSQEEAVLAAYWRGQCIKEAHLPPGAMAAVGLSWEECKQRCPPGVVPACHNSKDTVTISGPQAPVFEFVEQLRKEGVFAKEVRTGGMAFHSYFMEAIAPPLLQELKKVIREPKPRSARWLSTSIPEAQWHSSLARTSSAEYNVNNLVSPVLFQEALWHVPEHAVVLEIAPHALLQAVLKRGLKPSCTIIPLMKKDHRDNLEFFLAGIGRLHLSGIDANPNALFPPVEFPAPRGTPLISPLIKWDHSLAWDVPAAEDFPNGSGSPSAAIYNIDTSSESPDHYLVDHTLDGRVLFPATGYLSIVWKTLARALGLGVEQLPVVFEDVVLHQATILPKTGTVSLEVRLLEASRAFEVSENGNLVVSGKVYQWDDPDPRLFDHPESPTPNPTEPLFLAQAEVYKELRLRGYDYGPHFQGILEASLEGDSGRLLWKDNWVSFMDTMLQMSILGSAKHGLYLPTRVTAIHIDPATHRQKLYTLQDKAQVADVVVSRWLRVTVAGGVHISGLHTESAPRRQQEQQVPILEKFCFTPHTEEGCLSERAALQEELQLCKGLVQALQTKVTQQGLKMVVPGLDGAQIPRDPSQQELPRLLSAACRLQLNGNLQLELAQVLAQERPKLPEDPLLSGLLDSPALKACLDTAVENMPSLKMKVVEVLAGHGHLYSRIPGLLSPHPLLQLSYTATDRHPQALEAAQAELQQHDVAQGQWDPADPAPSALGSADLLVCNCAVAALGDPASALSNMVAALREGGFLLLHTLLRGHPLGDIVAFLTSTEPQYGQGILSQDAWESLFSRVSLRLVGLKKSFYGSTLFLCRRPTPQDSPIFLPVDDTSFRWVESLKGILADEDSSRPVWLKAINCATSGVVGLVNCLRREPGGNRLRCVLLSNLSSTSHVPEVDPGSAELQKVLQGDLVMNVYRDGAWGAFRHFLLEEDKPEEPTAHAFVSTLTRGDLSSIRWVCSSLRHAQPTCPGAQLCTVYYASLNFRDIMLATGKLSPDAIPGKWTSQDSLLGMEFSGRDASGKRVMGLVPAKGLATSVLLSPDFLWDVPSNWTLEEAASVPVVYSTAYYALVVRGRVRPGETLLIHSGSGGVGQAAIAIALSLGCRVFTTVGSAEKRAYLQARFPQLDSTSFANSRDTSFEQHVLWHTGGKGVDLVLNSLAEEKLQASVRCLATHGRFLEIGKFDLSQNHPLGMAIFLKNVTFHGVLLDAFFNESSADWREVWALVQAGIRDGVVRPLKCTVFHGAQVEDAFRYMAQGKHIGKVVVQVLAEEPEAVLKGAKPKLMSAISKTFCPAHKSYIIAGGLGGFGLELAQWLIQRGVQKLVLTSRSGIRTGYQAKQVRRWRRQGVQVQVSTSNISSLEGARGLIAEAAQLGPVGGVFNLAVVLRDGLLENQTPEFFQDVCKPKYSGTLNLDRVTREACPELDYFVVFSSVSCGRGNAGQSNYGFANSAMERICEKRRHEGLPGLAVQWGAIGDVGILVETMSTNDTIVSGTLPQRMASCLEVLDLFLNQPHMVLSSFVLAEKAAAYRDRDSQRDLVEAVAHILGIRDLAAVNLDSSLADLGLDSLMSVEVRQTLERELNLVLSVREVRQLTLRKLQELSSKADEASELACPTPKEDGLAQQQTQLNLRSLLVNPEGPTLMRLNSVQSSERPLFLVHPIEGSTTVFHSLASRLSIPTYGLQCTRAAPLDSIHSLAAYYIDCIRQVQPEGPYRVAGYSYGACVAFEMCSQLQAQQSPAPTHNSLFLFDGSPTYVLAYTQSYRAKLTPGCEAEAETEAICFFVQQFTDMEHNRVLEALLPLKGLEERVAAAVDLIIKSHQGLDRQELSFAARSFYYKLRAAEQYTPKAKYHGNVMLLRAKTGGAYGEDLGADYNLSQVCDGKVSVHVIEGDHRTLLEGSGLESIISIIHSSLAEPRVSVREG
CendR NRP1 mod – modulators of CendR peptide binding to NRP-1, primary screen, biochemical, fluorescence polarization, uHTS. FAM-RPARPAR peptide binding to NRP-1. inhibition, % at 25 µM. 360,000 compounds, 0.85% hits;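 active = inhibition or corrected inhibition above about 18%, plus a signal ratio from 0.5 to 1.5, limit read from the data, passing the limit was not always enough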; also: strong numbers were not always called active
Active calls of the source: *; / = no result given.

nr	molecule	MLLE-PAM2 inh	FAS TE block	MsrA act	MT1-MMP act inh	SKN-1 block
1	CC(C)CCNC(=O)c1ccc(OC2CCN(S(=O)(=O)N(C)C)CC2)cc1	-9	0	-4	3	-7
2	N=c1n(Cc2ccccc2)c2ccccc2n1CC(O)c1ccccc1 (stereo unspecified)	16	-6	-2	-17	-1
3	CC1CCCCC1NC(=O)CSc1ccsc1[N+](=O)[O-] (stereo unspecified)	10	9	-4	-1	11
4	CCCCN(C(=O)c1ccc(COc2ccccc2)o1)c1c(N)n(CC(C)C)c(=O)[nH]c1=O	-3	-4	-5	-6	0
5	COc1cc(C2C(C#N)=C(N)OC3=C2C(=O)CCC3)cc2c1OCO2 (stereo unspecified)	-5	-2	-4	2	10
6	O=C(C1CCN(c2nnc(-n3cccc3)s2)CC1)N1CCc2ccccc2C1	-37	5	-4	-3	-1
7	Cc1c(C(=O)N2CCOCC2)oc2ccccc12	2	-6	-4	2	-2
8	Cc1cc(OCCn2ccnc2)ccc1C(C)C	-5	-10	-3	-3	14
9	CC(C)C(=O)Nc1nnc(SCC(=O)N2C(C)CCCC2C)s1 (stereo unspecified)	8	-7	-4	1	5
10	O=C(COc1nsnc1N1CCOCC1)Nc1ccc(Cl)cc1	-1	-3	-3	4	2
11	Cc1ccc(-n2c(SCC(N)=O)nnc2-c2ccc(S(=O)(=O)N3CCCCC3)cc2)c(C)c1	-90	0	-17	4	-3
12	O=C(NN=Cc1ccc2c(c1)OCO2)NN=Cc1ccc2c(c1)OCO2	3	14	-4	4	-4
13	COc1ccc2sc(-c3ccc(SC)cc3)c(C#CC(C)(C)O)c2c1	-6	20	-7	3	-2
14	COc1ccc(CN(C)C2CCCCC2)cc1	0	-7	-3	-11	14
15	Cc1[nH]c2ccccc2c1C(=O)C(=O)NCc1nnnn1-c1ccc(F)cc1	-10	-6	-5	6	12

nr	Tb MetRS inh	CendR NRP1 mod	MsrA inhibitor	E coli Lon inh
1	-0.6	12	0.4	-6
2	0.7	-10	0.5	-13
3	0.0	3	0.3	-4
4	-0.3	9	1.3	0
5	-0.3	4	2.7	-3
6	-1.0	-7	0.0	-6
7	0.0	5	-0.6	-1
8	0.3	21	0.0	-7
9	-0.3	-8	0.0	-2
10	11*	-10	-0.7	-4
11	-1.8	-2	0.3	-4
12	-0.3	17	3.2	-5
13	-0.4	-27	2.3	-1
14	-0.7	0	/	-8
15	-0.2	3	2.8	-10

Going on with the list.
nr	molecule	MLLE-PAM2 inh	FAS TE block	MsrA act	MT1-MMP act inh	SKN-1 block
16	O=C(NCc1ccccc1)N1CCC(c2nc3ccccc3[nH]2)CC1	-4	-6	-3	2	3
17	Cc1cc(N/N=C/c2ccccc2O)c2ccccc2n1	-44	4	-4	13	18
18	CCOc1ccc(Oc2c(/C=N/NC(N)=O)c(C)nn2-c2ccccc2)cc1	0	-2	-2	-6	0
19	CC(=O)N(C(C)=O)c1ncc2c([nH]c3ccccc32)c1C#N	-6	-5	-5	-33	-6
20	Cc1cccc(CN2C[C@]34C=C[C@@H](C[C@@H]3S2(=O)=O)O4)c1	6	-7	-1	-1	2
21	COc1ccc(C(C)=O)cc1COC(=O)c1cc(C)oc1C	-2	7	-4	-1	15
22	CCCN(c1ccc(OCC)cc1)c1ncnc2nc[nH]c12	1	-7	-1	-8	-6
23	Cc1ccccc1OCc1nc2ccccc2c(=O)n1/N=C/c1c[nH]c2ccccc12	-6	19	-2	2	9
24	CC(C)[C@@H]1Cc2[nH]c(=S)[nH]c(=O)c2[C@H](C)O1	/	-11	0	7	17
25	O=C(Nc1ccccc1N1CCCCC1)c1cccc(OC(F)F)c1	-17	24	-5	-1	1
26	CC(=O)Nc1ccc(C2=NN(CC#N)C(=O)SC2)cc1	9	-6	-1	-1	13
27	CC(NC(=O)CCCOc1ccc(Cl)cc1)c1ccccc1 (stereo unspecified)	-8	-6	-2	0	0
28	Cc1ccc(CCNS(=O)(=O)c2cc(Br)cnc2N)cc1	0	0	-1	-2	17
29	CC(C)Nc1cc(C(F)(F)F)nc(-c2ccccn2)n1	-6	-8	-3	5	23
30	COc1ccc(C(=O)NN2CCOCC2)cc1[N+](=O)[O-]	2	-1	-9	-1	1

nr	Tb MetRS inh	CendR NRP1 mod	MsrA inhibitor	E coli Lon inh
16	1.6	-1	1.5	-1
17	0.8	-11	1.1	-11
18	0.3	-6	2.4	-2
19	-0.3	5	0.5	12
20	0.2	8	-0.6	-3
21	-0.1	10	-0.7	-1
22	-0.2	-1	0.6	-5
23	0.3	-6	-0.6	-11
24	-0.3	-4	-0.4	0
25	0.5	2	-1.0	-6
26	0.0	-3	0.7	-1
27	0.0	-2	-1.5	9
28	0.0	9	0.6	3
29	-0.2	-12	0.5	2
30	-0.6	0	0.7	-9

Quoted at random: four records from the list
nr	molecule	MLLE-PAM2 inh	FAS TE block	MsrA act	MT1-MMP act inh	SKN-1 block
23	Cc1ccccc1OCc1nc2ccccc2c(=O)n1/N=C/c1c[nH]c2ccccc12	-6	19	-2	2	9
22	CCCN(c1ccc(OCC)cc1)c1ncnc2nc[nH]c12	1	-7	-1	-8	-6
24	CC(C)[C@@H]1Cc2[nH]c(=S)[nH]c(=O)c2[C@H](C)O1	/	-11	0	7	17
18	CCOc1ccc(Oc2c(/C=N/NC(N)=O)c(C)nn2-c2ccccc2)cc1	0	-2	-2	-6	0

nr	Tb MetRS inh	CendR NRP1 mod	MsrA inhibitor	E coli Lon inh
23	0.3	-6	-0.6	-11
22	-0.2	-1	0.6	-5
24	-0.3	-4	-0.4	0
18	0.3	-6	2.4	-2

(further entries)
nr	molecule	MLLE-PAM2 inh	FAS TE block	MsrA act	MT1-MMP act inh	SKN-1 block
31	N#CCCN1CCN(S(=O)(=O)c2cc(Cl)ccc2Cl)CC1	19	0	-3	2	14
32	CN1C(=O)C2(NCCc3c2[nH]c2ccccc32)c2ccccc21 (stereo unspecified)	-5	-4	2	-3	11
33	CCCOc1ccccc1C1NC(=O)NC(C)=C1C(=O)OCCOC(C)C (stereo unspecified)	7	-2	-1	7	6
34	Cc1noc(C)c1COC(=O)COc1ccc2c(C)cc(=O)oc2c1	-11	-2	2	4	7
35	CC1(C)S[C@@H]2C(C(=O)OCc3ccccc3)NC(=O)N2C1C(=O)OCc1ccccc1 (stereo partly specified)	-1	29	0	-1	21
36	CNC(=O)COC(=O)c1ccccc1Oc1ccccc1	0	-10	-12	-10	5
37	CCN1CCN(c2nc(N(C)c3ccccc3)nc(N)c2[N+](=O)[O-])CC1	-1	-1	-5	-1	7
38	N#Cc1ccc(NC(=O)c2cccs2)nc1	7	-4	-1	-2	-2
39	COc1ccccc1C(=O)NC1CCCCCCC1	-11	-4	3	1	-9
40	CCN(CC)S(=O)(=O)c1ccc(NC(=O)CCNC(=O)c2ccco2)cc1	-67	-6	-2	3	19
41	CCOC(=O)N1CCN(C(=O)C2CCC(=O)N(Cc3ccccc3OC)C2)CC1 (stereo unspecified)	-15	-9	-4	-3	8
42	O=C(Nc1nc2ccccc2[nH]1)C1CCC1	-6	-1	-4	-4	-21
43	CCN(C[C@H]1N[C@@](CC)(C(=O)OC)[C@H]2C(=O)N(Cc3ccccc3)C(=O)[C@@H]12)C(=O)Nc1ccc(C(F)(F)F)cc1	-2	-5	-7	2	13
44	O=C(NCc1ccco1)C(c1ccccc1)N(Cc1cccnc1)C(=O)Cn1nnc2ccccc21 (stereo unspecified)	5	-5	-3	9	-5
45	CC(C)CC(=O)Nc1ccc2ccccc2c1	-6	-3	-2	3	-4

nr	Tb MetRS inh	CendR NRP1 mod	MsrA inhibitor	E coli Lon inh
31	0.1	-6	0.5	7
32	0.3	14	-0.2	-4
33	-0.3	13	0.8	-11
34	0.3	3	2.1	7
35	0.0	34*	-0.3	-5
36	-1.5	-2	-0.7	10
37	-0.7	-4	3.9	7
38	-0.8	-5	0.2	-2
39	0.1	2	0.3	2
40	0.1	12	1.0	-12
41	-0.3	1	-0.7	-8
42	-0.5	-13	-0.4	11
43	0.4	8	0.8	-2
44	-0.5	-8	-0.5	-2
45	-0.1	-4	-0.8	-4

Continuation:
nr	molecule	MLLE-PAM2 inh	FAS TE block	MsrA act	MT1-MMP act inh	SKN-1 block
46	O=c1[nH]cnc2c1sc1nc3c(c(-c4ccc(Cl)cc4)c12)CCC3	-2	-2	5	-6	28
47	O=C(NCc1nc2ccccc2[nH]1)C1=C[C@H](c2ccccc2)C[C@H](OCc2ccc(CO)cc2)O1	-3	4	-6	5	2
48	CCCCNC(=O)c1nc(-c2cccnc2)oc1-c1ccc(OC(F)(F)F)cc1	/	/	/	5	0
49	CCN(CC)C1Oc2cc3c(cc2C(c2cccc(OC)c2O)C1C)OCO3 (stereo unspecified)	-1	20	-6	-8	2
50	COc1ccc(NC(=O)c2cccc3c(-c4ccc(OC)cc4C)coc23)cc1	-3	21	1	3	5

nr	Tb MetRS inh	CendR NRP1 mod	MsrA inhibitor	E coli Lon inh
46	-0.4	-6	-0.9	-3
47	31*	4	-0.9	0
48	-0.5	-4	0.4	/
49	-0.3	11	0.5	-6
50	-0.2	-14	0.1	-16

Single records, as listed above.
COc1ccc(C(C)=O)cc1COC(=O)c1cc(C)oc1C reads MLLE-PAM2 inh: -2; FAS TE block: 7; MsrA act: -4; MT1-MMP act inh: -1; SKN-1 block: 15; Tb MetRS inh: -0.1; CendR NRP1 mod: 10; MsrA inhibitor: -0.7; E coli Lon inh: -1
Cc1cccc(CN2C[C@]34C=C[C@@H](C[C@@H]3S2(=O)=O)O4)c1 reads MLLE-PAM2 inh: 6; FAS TE block: -7; MsrA act: -1; MT1-MMP act inh: -1; SKN-1 block: 2; Tb MetRS inh: 0.2; CendR NRP1 mod: 8; MsrA inhibitor: -0.6; E coli Lon inh: -3
